Bioassay records deposited in PubChem by University of Kansas High Throughput Screening Laboratory.
mHTT-CaM PPI inh: mutant huntingtin-calmodulin interaction inhibitors – biochemical, AlphaScreen, primary screen; P42858; AlphaScreen His-mHTT/GST-CaM binding, luminescence; inhibition, % at 15 µM; actives 3.6% (n = 190,000);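 also: 0% = both proteins with DMSO and 100% = one protein alone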
Pf apPOL inh: Pf-apPOL inhibitors, biochemical, fluorescence; Plasmodium falciparum apicoplast DNA polymerase (apPOL); Recombinant Pf-apPOL, molecular beacon fluorescence, 1.5 h; inhibition, % at 10 µM; actives 0.25% (n = 210,000)
Active calls of the source: *; · = not tested or not shown; & = joins results of further samples. Rule as the data show it: active = inhibition above about 50%; inactive = the rest. Rows were taken by chance, and some 3.5% of all compounds hit somewhere here.

| nr | SMILES | mHTT-CaM PPI inh | Pf apPOL inh |
| --- | --- | --- | --- |
| 1 | CCOC1CCN(C(=O)Nc2ccccc2C)CC1 | -5.4 | -2.9 |
| 2 | COc1cccc(CNC(=O)N2CCn3c(C)ccc3C2C(C)C)c1 (stereo not drawn) | 4.2 | 5.8 |
| 3 | O=C(NC1CC1)c1ccn2c(-c3ccccc3Br)nnc2c1 | -3.4 | -5.5 |
| 4 | CC12COC3(C(=O)Nc4ccc(F)cc4)CC1CCC32C (stereo not drawn) | -11.0&-13.0 | -3.5&-4.4 |
| 5 | CCC(=O)N1CCN(c2nc3c(s2)CC(C(=O)N2CCOCC2)CC3)CC1 (stereo not drawn) | 8.6 | -6.3 |
| 6 | CCOc1ccc(S(=O)(=O)NC2CCCCC2)c2cccnc12 | 8.0 | -2.6 |
| 7 | O=C(Cc1cccc(F)c1)NCc1cccnc1-c1ccc(F)cc1 | 2.3 | -2.4 |
| 8 | CC(=O)N1CCC(NC(=O)Nc2cccc(C)c2)C1 (stereo not drawn) | -2.5 | -0.9 |
| 9 | Cc1ccc(NC(=O)C2Cc3ccccc3C(=O)O2)cc1C (stereo not drawn) | 2.0 | -14.3 |
| 10 | O=C(NC1(O)C(=O)c2ccccc2C1=O)c1ccc(C(F)(F)F)cc1 | · | 3.1 |
| 11 | COc1cc(/C=C2\C(=O)NN(c3ccc(F)c(Cl)c3)C2=O)ccc1O | 33.0 | 1.0 |
| 12 | COc1ccc(/C=C(\C#N)c2ccc(Cl)cc2)cc1OC | -18.7 | -1.4 |
| 13 | CCC(=O)NC(c1ccccc1Cl)c1cc(Cl)c2cccnc2c1O (stereo not drawn) | 100.0* | 6.5&-8.2 |
| 14 | O=[N+]([O-])c1ccc(N2CCCC2)cc1N1CCOCC1 | -0.4 | -5.7 |
| 15 | CCC(=O)NCCc1csc(C2CCCN(C(=O)c3ccsc3)C2)n1 (stereo not drawn) | -12.9 | -3.2 |
| 16 | C[C@H]1COc2cc(Br)ccc2S(=O)(=O)N1Cc1cn(CCC2OCCO2)nn1 | -12.5 | -1.4 |
| 17 | CC(C)(C)c1cc(C2=NNC(O)(C(F)(F)F)C2)c2c(c1)C(C)(C)CC2 (stereo not drawn) | · | -2.8 |
| 18 | Cn1cccc1CN(C(=O)c1cc(=O)c2ccccc2o1)C1CC1 | -1.2 | -6.0 |
| 19 | CCCN1CCN(c2ncc3c(n2)CCN(Cc2ccc(N(C)C)cc2)C3)CC1 | 53.1* | -4.4 |
| 20 | Nc1nnc(Cc2ccc(Cl)cc2Cl)s1 | -0.7 | 2.7 |
| 21 | Cc1ccc(Cl)cc1NC(=O)N1CCCC1c1cc(C(C)C)no1 (stereo not drawn) | -6.8 | -0.9 |
| 22 | Cc1cc(C(=O)N2CCN(C(c3ccccc3)c3ccccc3)CC2)nn1C | · | -4.0 |
| 23 | CC(NC(=O)c1nn2c(c1Cl)NC(c1ccco1)CC2C(F)(F)F)c1ccccc1 (stereo not drawn) | 18.0 | 8.3 |
| 24 | CC1CC(C)CN(Cc2c(O)ccc3c2OC(=Cc2ccc4c(c2)OCO4)C3=O)C1 (stereo not drawn) | 3.6 | -7.0 |
| 25 | CC1(C(=O)NCc2ccccc2)Cc2ccccc2C(=O)N1CC1CC1 (stereo not drawn) | 6.4 | -3.1 |
| 26 | CCOc1ccc(CN2C(=O)c3ccccc3C2C(=O)NC(C)CC)cc1OC (stereo not drawn) | -3.0 | 6.4 |
| 27 | O=C(c1ccccc1F)N1CCN(c2nc(CN3CCCCC3)cs2)CC1 | 0.8 | 1.4 |
| 28 | Cc1c(Cl)cccc1NC(=O)Cn1c(C)nc2c(c1=O)CCN(Cc1ccccc1)C2 | 13.9 | -6.4 |
| 29 | O=C1Nc2ccc(Br)cc2/C1=C/c1ccc(OC2CCCC2)cc1 | 46.0 | -11.8 |
| 30 | CC(=O)N1CCCN(C(=O)NC2CCCCC2)CC1 | -4.1 | -0.8 |

Next section.
| nr | SMILES | mHTT-CaM PPI inh | Pf apPOL inh |
| --- | --- | --- | --- |
| 31 | CC1=C(C(N)=O)C(c2ccccc2[N+](=O)[O-])n2nc(-c3cccc(Cl)c3)nc2N1 (stereo not drawn) | -8.0 | -3.0 |
| 32 | COc1ccc2nc(NC(=O)COc3ccc(Br)cc3)sc2c1 | -4.3 | -5.1 |
| 33 | Cc1onc(-c2ccccc2)c1C(=O)Nc1ccc(S(=O)(=O)N2CCCC2)cc1 | 4.4 | -2.1 |
| 34 | O=C(CCCC(=O)NC1CCCCC1)NC1CCCCC1 | 1.1 | · |
| 35 | Cc1nc(C2CCCN(Cc3ccc(F)cc3F)C2)no1 (stereo not drawn) | -2.5 | 6.3 |
| 36 | CCCNC(=O)C1CCN(c2nc3ccsc3c(=O)n2Cc2ccccc2)CC1 | -1.4 | -3.7 |
| 37 | COc1ccc(OCC(=O)N2CCN(c3nccn3-c3ccccc3F)CC2)cc1 | 8.2 | -1.0 |
| 38 | Clc1ccccc1-c1nnc2c3cnn(-c4ccccc4)c3ncn12 | -8.0 | -8.3 |
| 39 | Cc1cc(C)c2c(=O)cc(C(Cl)(Cl)Cl)oc2c1 | 3.0 | 8.5 |
| 40 | COc1ccc(C=C(C#N)S(=O)(=O)c2ccccc2Cl)s1 | · | -13.7 |
| 41 | COC(=O)Cn1[nH]c(=O)ccc1=O | -7.2 | · |
| 42 | CC(C)NC(=O)C(C)C1CCN(S(=O)(=O)c2ccc(Cl)s2)CC1 (stereo not drawn) | -6.0 | 4.6 |
| 43 | Cn1c(=O)c(-c2ccc(C(=O)NCc3cccnc3)cc2)nc2ccccc21 | -1.9 | 1.6 |
| 44 | Nc1c2c(nn1C1CCS(=O)(=O)C1)CCCC2 (stereo not drawn) | 0.3 | 1.7 |
| 45 | O=C1CC(c2ccccc2Cl)CC2=C1C(c1cccs1)Nc1ccccc1N2 (stereo not drawn) | 33.0 | 2.6 |
| 46 | Cc1ccn(-c2ccc(N3CCN(C(=O)c4c(F)cccc4Cl)CC3)nn2)n1 | 8.5 | 2.6 |
| 47 | O=C(c1nc2ccccc2s1)N(CCc1ccccc1)Cc1ccccn1 | -35.6 | -5.0 |
| 48 | COc1ccc(OC)c(S(=O)(=O)NCCNc2ccc(Nc3cccc(C)n3)nn2)c1 | -0.4 | -5.9 |
| 49 | CCOc1ccc(CN2C(=O)CCC2(C)C(=O)NC(C)CC)cc1OC (stereo not drawn) | -2.0 | -6.3 |
| 50 | O=C(Nc1ccc(Br)cc1)C1CC(=O)N(c2cccc([N+](=O)[O-])c2)C1 (stereo not drawn) | 3.7 | -8.0 |
| 51 | COCCn1c(C2CCN(C(=O)CCc3ccccc3)C2)nc2cccnc21 (stereo not drawn) | 7.4 | -2.0 |
| 52 | O=C(c1cccs1)N1N=C(c2cccs2)CC1c1cc([N+](=O)[O-])ccc1O (stereo not drawn) | 48.1 | 1.7 |
| 53 | Cc1onc(-c2ccccc2)c1C(=O)Nc1ccc([N+](=O)[O-])cc1Br | 4.4 | -8.8 |
| 54 | Cc1ccc(OCC(O)CNC2CCCCC2)cc1 (stereo not drawn) | -7.1 | -5.9 |
| 55 | CCc1nc(C)c2c(n1)N(Cc1ccccn1)C(=O)CC2 | 6.4 | -9.9 |
| 56 | COc1ccc(C2=Cc3cc(C)c(C#N)c(=O)n3C2)cc1 | 10.0 | -2.0 |
| 57 | Cc1ccc(C(=O)N2CCc3c(c(-c4nc(-c5ccccc5)no4)nn3C)C2)cc1C | 11.4 | -4.0 |
| 58 | CN1OCC(S(=O)(=O)NC2CCCCC2)C1c1ccc(F)cc1 (stereo not drawn) | -7.1 | -5.8 |
| 59 | COc1ccc(OC)c2[nH]c(=O)c(CCNC(=O)c3ccc(F)cc3)cc12 | 0.0 | -7.3 |
| 60 | Cc1cccc(NS(=O)(=O)c2cc(C(=O)Nc3ccccc3)ccc2Cl)c1 | 0.9 | -10.8 |

(list continues)
| nr | SMILES | mHTT-CaM PPI inh | Pf apPOL inh |
| --- | --- | --- | --- |
| 61 | COc1ccc(CNC(=O)C2(C)Oc3cccnc3N(C)C2=O)c(OC)c1 (stereo not drawn) | 13.0 | 2.2 |
| 62 | O=C(c1ccc(Cl)cc1)N1N=C(c2ccccc2)CC1c1ccccc1[N+](=O)[O-] (stereo not drawn) | 26.0 | -4.3 |
| 63 | COCCCNC(=O)C1CCN(Cc2cc3ccccc3n2Cc2cccc(F)c2)CC1 | 51.0* | 4.1 |
| 64 | CCCC1CCC(C2=N/C(=C/c3cc(OC)c(OC)c(OC)c3)C(=O)O2)CC1 (stereo not drawn) | -2.0 | 1.2 |
| 65 | COc1cc2c(cc1OC)CN(Cc1cccc(O)c1)CC2 | 2.6 | -2.3 |
| 66 | CCCCN1CCCC1C(=O)NCc1ccc(OC)c(OC)c1 (stereo not drawn) | 0.0 | 0.3 |
| 67 | O=C(Oc1cccc(C(F)(F)F)c1)c1cnn2c(C(F)(F)F)cc(C(F)(F)F)nc12 | · | -4.6 |
| 68 | CC(=O)c1ccc(NC(=O)COc2c(C)cc(C)cc2Cl)cc1 | -3.1 | -27.1 |
| 69 | O=C(Nc1ccc(F)c(Cl)c1)c1cc(-c2ccc(Cl)cc2)on1 | -2.0 | -1.8 |
| 70 | Cc1oc2cc(OS(C)(=O)=O)ccc2c(=O)c1-c1ccc(Br)cc1 | -12.5 | -15.4 |
| 71 | Cc1ccc(S(=O)(=O)N2CC3CN(C(=O)NCCc4ccccc4)CC(C2)O3)cc1 | -1.1 | 4.3 |
| 72 | O=[N+]([O-])c1cc(-c2cnc3ccccc3n2)ccc1Oc1cccc2cccnc12 | 16.0 | -1.3 |
| 73 | O=C1CCCCc2sccc2N1 | -5.7 | · |
| 74 | COc1cc(C=C2Oc3c(ccc(O)c3CN3CCCCC3)C2=O)cc(OC)c1OC | 9.0 | -20.3 |
| 75 | CSc1ncccc1C(=O)N1CCC(c2nc(C(=O)N3CCSCC3)c(C)o2)CC1 | 4.6 | -3.5 |
| 76 | CC(C)CN(CC(C)C)C(=O)C1CCCN(c2ncnc3c2nc2n3CCCCC2)C1 (stereo not drawn) | 13.6 | 2.1 |
| 77 | CCc1cc(C(=O)Nc2cc(Cl)ccc2OC)nc2ccnn12 | -8.8 | -0.5 |
| 78 | N#Cc1c(Cl)cccc1Oc1ccc(S(=O)(=O)N2CCC(O)CC2)cc1 | · | -3.3 |
| 79 | CC(=O)c1ccc(NC(=O)CSc2nc3ccc([N+](=O)[O-])cc3s2)cc1 | 1.9 | 0.4 |
| 80 | COc1cc(-c2noc(C3CC(=O)N(c4cc(C)ccc4C)C3)n2)cc(OC)c1OC (stereo not drawn) | 1.6 | 3.6 |
| 81 | CCn1cc2c3c(cccc31)CN(C(=O)c1ccco1)CC2 | -7.6 | -2.5 |
| 82 | COc1ccc(N2CCN(C(=O)c3ccc(-c4ccsc4)nc3)CC2)cc1 | 1.1 | -0.1 |
| 83 | COc1ccc(F)cc1S(=O)(=O)NCCCn1nc(-c2cccs2)ccc1=O | 7.3 | -8.9 |
| 84 | O=C(Nc1cccc2cccnc12)C(=O)Nc1cccc2cccnc12 | -2.0&-4.0 | 2.0&-8.3 |
| 85 | O=C(COc1ccc([N+](=O)[O-])cc1)c1ccc(Br)cc1 | 0.0 | -5.5 |
| 86 | CC(CNS(C)(=O)=O)OC12CC3CC(CC(C3)C1)C2 (stereo not drawn) | -2.1 | · |
| 87 | COc1ccc(COc2ccc3oc(=O)c(-c4ccc(OC)cc4)c(C)c3c2)cc1 | -3.7 | -11.4 |
| 88 | O=C1/C(=C/c2ccc([N+](=O)[O-])cc2)Sc2ccccc21 | 11.0 | 88.6* |
| 89 | Cc1ccc(C2CC(C(F)(F)F)n3nc(C(=O)NCC4CCCO4)cc3N2)cc1 (stereo not drawn) | 6.0 | -5.6 |
| 90 | CCOCCCNC(=O)C1(O)c2cc(Br)ccc2NC(=O)N1c1ccccc1 (stereo not drawn) | -3.0 | -3.9 |

More structures.
| nr | SMILES | mHTT-CaM PPI inh | Pf apPOL inh |
| --- | --- | --- | --- |
| 91 | O=c1cc[nH]c2ccc(OC(F)(F)F)cc12 | · | 7.7 |
| 92 | O=C(Nc1ccc(S(=O)(=O)N2CCOCC2)cc1)c1ccc2c(c1)OCO2 | 5.4 | -8.0 |
| 93 | Cc1oc(C2CCN(C(=O)C3CC3)CC2)nc1C(=O)N1CCOCC1 | -2.9 | -6.4 |
| 94 | COc1cc(C(=O)Nc2ccccc2F)cc(OC)c1OC | -4.0 | 0.5 |
| 95 | O=C1NC(=S)N/C1=C/c1cc(Br)c(Sc2ccc(Cl)cc2)o1 | 3.9 | · |
| 96 | Cc1ccc(N2CCN(Cc3ccc(C)o3)CC2)cc1 | 15.0 | 1.7 |
| 97 | Cc1cc(C)n2ncc(-c3ccc(Cl)cc3)c2n1 | -19.0 | 13.6 |
| 98 | Oc1oc(-c2ccc(Cl)cc2)nc1C=Nc1cc(Cl)ccc1Cl | -2.0 | 1.9 |
| 99 | CCC(=O)Nc1ccc(C(=O)Nc2ccccc2C(=O)NCC(C)C)cc1 | -2.0 | -3.7 |
| 100 | Cc1cccnc1NC(=O)C1CCN(c2ncnc3c2nc2n3CCCCC2)CC1 | -1.9 | 7.0 |
| 101 | N#Cc1c(NC(=O)COc2ccc(Cl)cc2Cl)sc2c1CCCC2 | -3.5 | -0.5 |
| 102 | COc1ccc(/C=C2\SC(=O)N(CNc3ccc(I)cc3)C2=O)cc1 | 0.0 | -4.6 |
| 103 | O=S(=O)(Cc1ccc(C(F)(F)F)cc1)c1c[nH]c2ccccc12 | 14.0 | -0.1 |
| 104 | CN(Cc1ccccc1)C(=O)c1cnc(-c2ccccc2)nc1N(C)C | 2.2 | -3.6 |
| 105 | Cc1c(C(=O)N2c3ccccc3CC2C)sc2nc(-c3ccccc3)cn12 (stereo not drawn) | 15.0 | -1.0 |
| 106 | COc1ccc(CC(=O)c2ccc(O)cc2O)cc1OC | -0.9&-8.5&-3.1 | -4.4&1.6&37.0 |
| 107 | CC(=O)COc1ccc2c(C)c(-c3ccc(Cl)cc3)c(=O)oc2c1 | 0.7 | -22.2 |
| 108 | COc1cccc(-c2nc(C=Nc3ccc(F)c(Cl)c3)c(O)o2)c1 | 7.0 | 0.4 |
